CDK5 p35 inh: inhibitors of human CDK5/p35 kinase, primary screen, biochemical, single concentration. AID 488839, 2010. actives 0.01% (n = 330,000). Cyclin-dependent kinase 5 (Homo sapiens) + Cyclin-dependent kinase 5 activator 1 (Homo …. inhibition, % at 10 µM. Recombinant CDK5/p35, ADP-Glo luminescence, 60 min;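 active means highest replicate inhibition of at least 50% and at least 75% of replicates reaching 50%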;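 further: plate controls were DMSO neutral control for no effect and GW8510 at 10 µM for full effect; many of its hits are not listed in these tables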
phage Ecoli inh: growth loss of phage-infected E. coli, primary screen, RecBCD inhibitor project, absorbance, with phage, HTS. actives 0.26% (n = 360,000). inhibition, % at 11.9 µM; in the data active means inhibition above about 11%
HTR5A inv ctr: HTR5A inverse agonists in luminescence cell assay, primary screen, counter-screen for OPRM1-OPRD1 heterodimer inverse agonist project, full-deck HTS; HTR5A cell line, inverse agonism; inhibition, % at 9.3 µM; actives 0.083% (n = 340,000); AID 504634, 2011; in the data active means inhibition mostly above about 23%, no sharp cut-off; inactive means mostly below about 18%;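 further: 0% = cells with DMSO and 100% = no-cell wells with DMSO; some compounds called inactive have numbers as strong as hits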
Target sequence (P47898 whole entry, looked up): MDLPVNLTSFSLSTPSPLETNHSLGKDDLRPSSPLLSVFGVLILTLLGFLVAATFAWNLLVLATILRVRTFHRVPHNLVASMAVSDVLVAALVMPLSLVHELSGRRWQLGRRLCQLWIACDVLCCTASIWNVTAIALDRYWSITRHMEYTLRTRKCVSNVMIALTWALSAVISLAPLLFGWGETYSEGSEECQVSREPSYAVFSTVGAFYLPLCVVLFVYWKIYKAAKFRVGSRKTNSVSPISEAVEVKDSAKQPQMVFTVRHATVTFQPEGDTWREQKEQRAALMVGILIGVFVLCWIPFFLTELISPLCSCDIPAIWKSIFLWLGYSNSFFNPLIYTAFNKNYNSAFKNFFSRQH
HTR5A ag: HTR5A agonists in luminescence cell assay, primary screen, counter-screen for OPRM1-OPRD1 heterodimer agonist project, full-deck HTS; actives 0.61% (n = 340,000); AID 504692, 2011; activation, % at 9.3 µM; cell-based; in the data active means activation mostly above about 9.5%, no sharp cut-off; inactive means mostly below about 7.6%;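 further: 0% = cells with vehicle only and 100% = reference agonist; strong numbers were not always called active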
Mot1-301 SUMO: yeast Mot1-301 growth rescue at high temperature, primary screen, SUMOylation pathway inhibitor project, S. cerevisiae, ATP luminescence, 38.5C | actives 1% (n = 320,000) | growth rescue, % at 18.8 µM | AID 2716, 2010 | S. cerevisiae Mot1-301 growth rescue; percent above DMSO median, 100 means doubled;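 active means every valid replicate shows activation above 250% relative to neutral control wells; inactive means the rest, any valid replicate at or below 250%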;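 further: OY570 slx delta 5 strain wells were the positive control but not used for scaling; some compounds called inactive have numbers as strong as hits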
E coli growth: E. coli V3065 growth inhibition, primary screen, counter-screen for AddAB inhibitor project, absorbance, OD600; actives 0.27% (n = 330,000); inhibition, % at 11.9 µM; AID 449728, 2010; 18 h;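 active means inhibition above the campaign's mean inhibition across all tested compounds plus 3 SD, cut at about 9.9% in these data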;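 further: uninfected addAB+ strain grown without phage in ampicillin broth; 0% = DMSO wells and 100% = ciprofloxacin 0.95 µg/ml wells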
AddAB inh: growth inhibition of E. coli expressing H. pylori AddAB, primary screen, AddAB inhibitor project, absorbance; actives 0.29% (n = 330,000); inhibition, % at 11.9 µM; in the data active means inhibition above about 12%;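 further: 0% = vehicle wells of infected cells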
PKA-R1A act: activators of PKA-R1A holoenzyme, primary screen, biochemical, fluorescence polarization, Cy5-IP20, bovine R1A, mouse PKAc; activation, % at 11.4 µM; cAMP-dependent protein kinase type I-alpha regulatory subunit (Bos taurus) + …; PKA-R1A dissociation; scaled: DMSO 0%, 113 µM cGMP 100%; actives 0.083% (n = 340,000);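 active means percent activation above the mean of all tested compounds plus 3 SD, cut at about 19% in these data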;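 further: higher means more PKAc released from R1A so a rise in polarization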
DAGLB inh: DAGLB lipase inhibitors, primary screen, biochemical, fluorescence, HTS | inhibition, % at 5.17 µM | actives 0.059% (n = 340,000) | HEK293T DAGLB membrane lysate, EnzChek fluorogenic substrate; in the data active means inhibition above about 34%;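 further: 0% = enzyme with vehicle and 100% = wells lacking enzyme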
Target sequence (Q8NCG7 whole entry, looked up): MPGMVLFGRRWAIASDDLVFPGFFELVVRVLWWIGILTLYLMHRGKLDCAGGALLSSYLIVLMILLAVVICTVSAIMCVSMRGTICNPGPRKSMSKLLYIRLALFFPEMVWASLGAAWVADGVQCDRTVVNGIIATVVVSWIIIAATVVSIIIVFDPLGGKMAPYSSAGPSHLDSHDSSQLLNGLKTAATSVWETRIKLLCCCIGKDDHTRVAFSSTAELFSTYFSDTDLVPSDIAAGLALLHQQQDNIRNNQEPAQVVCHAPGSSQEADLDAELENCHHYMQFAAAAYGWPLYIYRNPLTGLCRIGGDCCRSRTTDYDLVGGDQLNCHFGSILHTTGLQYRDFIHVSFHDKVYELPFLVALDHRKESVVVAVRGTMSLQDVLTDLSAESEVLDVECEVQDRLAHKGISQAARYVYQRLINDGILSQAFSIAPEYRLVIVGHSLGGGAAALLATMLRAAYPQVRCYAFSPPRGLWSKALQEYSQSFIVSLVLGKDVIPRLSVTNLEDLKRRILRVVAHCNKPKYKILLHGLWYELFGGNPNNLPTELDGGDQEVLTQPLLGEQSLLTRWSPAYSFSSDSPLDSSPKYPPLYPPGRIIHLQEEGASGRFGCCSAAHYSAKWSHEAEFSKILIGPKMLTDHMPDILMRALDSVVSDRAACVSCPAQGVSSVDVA
Tat export inh: E. coli Tat export inhibitors, primary screen, MC4100, TorA-mCherry reporter, fluorescence, single point | inhibition, % at 10 µM | actives 0.036% (n = 340,000);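 active means mean replicate inhibition at least 50% and at least half of replicates individually reaching 50%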;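 further: exported cargo escapes ClpAP degradation while cytoplasmic cargo is degraded and loses fluorescence; 0% = median of neutral control wells and 100% = median of NaSCN control wells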
PKA-R2B activ: activators of PKA-R2B holoenzyme, primary screen, biochemical, fluorescence polarization, Cy5-IP20, human; cAMP-dependent protein kinase catalytic subunit beta (Homo sapiens) + cAMP-dependent …; PKA-R2B holoenzyme dissociation; R2B truncated from residue 108, S112A mutant; 0% DMSO only, 100% 113 µM cGMP; activation, % at 11.4 µM; actives 0.079% (n = 340,000); AID 504700, 2011;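 active means activation above a cutoff set at the mean over all compounds plus 3 SD, cut at about 18% in these data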;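 further: higher means more holoenzyme dissociation and a rise in polarization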
* = called active by the depositor; · = not tested or not shown.

1) O=C(NCCO)C(=O)Nc1cc2c3c(c1)CC(=O)N3CCC2
2) Cc1cc(C)n(CC(=O)N2CCCC(N3CCN(c4ccccc4C)CC3)C2)n1 (stereo not drawn)
3) CC1CCCN(Cc2c(O)ccc3c4c(c(=O)oc23)CCCC4)C1 (stereo not drawn)
4) COC(=O)C1=C(SC)N(c2ccccc2)C(c2ccccc2)CC1=O (stereo not drawn)
5) O=C1N(Cc2ccccc2)c2ccccc2C12OCCO2
6) CCOc1ccc(OCCOC(=O)CN(C)S(=O)(=O)c2ccc(NC(C)=O)cc2)cc1
7) O=C1C(Cl)=C(Nc2ccc(F)cc2)C(=O)N1CCc1ccccc1
8) O=C(/C=C\N1CCOCC1)c1ccc(Br)cc1
entry no.	1	2	3	4	5	6	7	8
CDK5 p35 inh	0.1	0.7	0.1	-0.6	-1.7	-0.1	-0.5	1.1
phage Ecoli inh	1.4	0.1	0.1	2.9	2.5	3.1	5.7	1.2
HTR5A inv ctr	19	-10	-5	0	4	-7	14	4
HTR5A ag	-2	8	2	0	-1	0	-6	-1
Mot1-301 SUMO	-17	101	-24	-3	18	-16	80	29
E coli growth	0.5	1.4	-0.8	-2.3	0.8	-1.5	-0.2	1.9
AddAB inh	2.5	2.4	1.4	1.9	-2.2	-0.2	3.2	5.0
PKA-R1A act	-9	-3	-10	-4	3	3	1	8
DAGLB inh	1	-4	0	-1	-1	0	-6	3
Tat export inh	2	-3	-11	2	11	-4	-5	7
PKA-R2B activ	-11	1	-6	-5	-5	-11	-6	10

9) COc1ccc(OC)c(N(CC(=O)N2CCN(Cc3ccccc3)CC2)S(C)(=O)=O)c1
10) Cc1ccc(-c2cnn(-c3cccc([N+](=O)[O-])c3)c2N)cc1
11) Cc1ccc(/C(O)=C2/C(=O)C(=O)OC2c2ccc(Cl)cc2)cc1 (stereo not drawn)
12) O=C(CSc1ccccc1)NNC(=O)c1ccncc1
13) O=C(C1=C(O)C(=O)N(c2ncccn2)C1c1cccs1)c1ccco1 (stereo not drawn)
14) CN(C)S(=O)(=O)c1ccc(C(=O)OCC(=O)Nc2cccnc2Cl)cc1
15) Cc1ccc(NC(=O)NN2CCOCC2)cc1
16) CCC1(c2ccccc2)NC(=O)N(CC(=O)Nc2ccc(S(=O)(=O)Nc3ncccn3)cc2)C1=O (stereo not drawn)
entry no.	9	10	11	12	13	14	15	16
CDK5 p35 inh	-0.1	-2.7	0.1	-0.3	-0.5	2.2	-0.9	0.5
phage Ecoli inh	0.2	3.7	-1.5	4.6	2.5	0.6	-1.3	5.2
HTR5A inv ctr	5	1	4	13	-8	-7	-13	13
HTR5A ag	2	3	-2	-5	-1	3	3	2
Mot1-301 SUMO	-5	-18	15	·	215	-2	-8	-11
E coli growth	-1.2	0.5	-0.9	·	-1.3	-2.1	-1.7	0.7
AddAB inh	4.0	-0.2	-1.6	·	1.8	-2.0	3.4	-0.5
PKA-R1A act	-3	6	-16	6	-3	-2	0	4
DAGLB inh	0	-1	21	-2	1	1	2	0
Tat export inh	-6	-7	7	-9	-9	6	1	0
PKA-R2B activ	-6	5	-9	0	-1	-1	6	7

17) COc1cc(OC)cc(C(=O)NC(C(=O)NNC(=O)c2cc(Cl)ccc2OC)C(C)C)c1 (stereo not drawn)
18) O=C(O)c1ccccc1NC(=O)N1CCOCC1
19) COc1ccc(-n2c(COc3cccc4ccccc34)nnc2SCC#N)cc1
20) CCN1/C(=c2/s/c(=C3/C(=O)N(c4ccccc4)N=C3C)n(CC)c2=O)C=Cc2ccccc21
21) CC1CCCC(C)N1C(=O)c1ccc(CS(=O)(=O)c2ccccc2)cc1 (stereo not drawn)
22) CCC1Oc2ccccc2N(CC(=O)NCCC2=CCCCC2)C1=O (stereo not drawn)
23) CCCN=C1N(CC)C[C@@H]2[C@@H]3C(=O)N(Cc4ccccc4)C(=O)[C@@H]3[C@](Cc3ccccc3)(C(=O)OC)N12
24) C/C(=N/OC(=O)C1CC1)c1cc(-c2ccc(Cl)cc2)no1
entry no.	17	18	19	20	21	22	23	24
CDK5 p35 inh	0.5	0.3	-0.3	0.4	1.8	2.2	1.2	0.6
phage Ecoli inh	-0.6	4.7	1.7	0.5	1.8	0.0	-0.1	5.9
HTR5A inv ctr	-13	-1	-8	2	-8	-18	1	1
HTR5A ag	5	3	0	-1	4	6	0	0
Mot1-301 SUMO	-4	-10	-13	-4	-10	-1	·	·
E coli growth	1.1	1.0	-2.7	2.5	1.9	-2.5	2.5	1.3
AddAB inh	0.9	1.3	1.3	4.7	2.0	0.2	1.7	0.3
PKA-R1A act	-1	11	7	-10	7	5	-2	3
DAGLB inh	6	0	-4	0	-1	-11	0	-4
Tat export inh	0	-9	6	-2	-10	1	-4	0
PKA-R2B activ	-9	-8	-2	4	10	-11	12	5

25) CCN(CC)S(=O)(=O)N1CCC(C(=O)NCc2ccc3c(c2)OCO3)CC1
26) COC(=O)[C@H](Cc1ccccc1)NC(=O)NCC1CCCO1 (stereo partly drawn)
27) COc1cc(OC)cc(C(=O)N[C@H](C(=O)Nc2nc(-c3ccc(OC)c(OC)c3)cs2)C(C)C)c1
28) O=C(O)C1=NN(c2ccccc2)C(=O)CC1
29) O=C(COC(=O)c1ccccc1C(=O)c1ccc(Cl)cc1)NCCc1ccccc1
30) C[C@H](NC(=O)c1nc[nH]c1C(=O)N[C@@H](C)c1ccccc1)C(=O)OC(C)(C)C
31) CN1CCc2c(sc3c2C(=O)NC(c2ccccn2)N3)C1 (stereo not drawn)
32) Cc1ccc(NC(=O)C2CCN(C(=O)c3ccco3)CC2)cc1
entry no.	25	26	27	28	29	30	31	32
CDK5 p35 inh	2.2	0.4	0.2	0.5	0.6	-1.8	-0.5	-6.0
phage Ecoli inh	3.5	2.4	2.8	0.7	0.6	1.2	1.7	2.5
HTR5A inv ctr	9	-31	4	16	4	-1	6	19
HTR5A ag	5	6	-1	-1	-1	0	5	-8
Mot1-301 SUMO	·	-2	-13	102	-3	-4	0	279
E coli growth	1.7	0.5	1.8	-1.4	-1.4	-3.2	-1.9	-1.3
AddAB inh	2.7	0.5	-1.3	2.0	2.6	-2.0	2.8	4.4
PKA-R1A act	-5	-3	8	3	1	-4	-12	0
DAGLB inh	-1	-6	5	0	0	0	-3	2
Tat export inh	0	-17	3	-4	2	6	-72	-6
PKA-R2B activ	4	0	5	-4	1	-2	-14	-2

Reformatted: entries from further up
entry	Compound	CDK5 p35 inh	phage Ecoli inh	HTR5A inv ctr	HTR5A ag	Mot1-301 SUMO	E coli growth	AddAB inh	PKA-R1A act	DAGLB inh	Tat export inh	PKA-R2B activ
23	CCCN=C1N(CC)C[C@@H]2[C@@H]3C(=O)N(Cc4ccccc4)C(=O)[C@@H]3[C@](Cc3ccccc3)(C(=O)OC)N12	1.2	-0.1	1	0	·	2.5	1.7	-2	0	-4	12
3	CC1CCCN(Cc2c(O)ccc3c4c(c(=O)oc23)CCCC4)C1 (stereo not drawn)	0.1	0.1	-5	2	-24	-0.8	1.4	-10	0	-11	-6
9	COc1ccc(OC)c(N(CC(=O)N2CCN(Cc3ccccc3)CC2)S(C)(=O)=O)c1	-0.1	0.2	5	2	-5	-1.2	4.0	-3	0	-6	-6
25	CCN(CC)S(=O)(=O)N1CCC(C(=O)NCc2ccc3c(c2)OCO3)CC1	2.2	3.5	9	5	·	1.7	2.7	-5	-1	0	4
18	O=C(O)c1ccccc1NC(=O)N1CCOCC1	0.3	4.7	-1	3	-10	1.0	1.3	11	0	-9	-8
32	Cc1ccc(NC(=O)C2CCN(C(=O)c3ccco3)CC2)cc1	-6.0	2.5	19	-8	279	-1.3	4.4	0	2	-6	-2

Remaining list, next part
33) CCCCCCC(=O)N/N=C/Cc1ccccc1
34) O=C(CSc1ncccn1)N/N=C/c1cccc(OC2CSC2)c1
35) O=C(Cn1c2ccc(F)cc2c2nc3n(c(=O)c21)CCS3)N1CCCC1
36) O=C(NN1C(=O)c2cc(Br)ccc2NC1c1cc(Br)cc(Br)c1O)c1ccncc1 (stereo not drawn)
37) O=C(CN1CCOCC1)NC1CC2CCC1C2 (stereo not drawn)
38) CC(=O)Nc1ccc(N(C(=O)c2ccco2)C(C(=O)NC2CCCC2)c2ccc(N(C)C)cc2)cc1 (stereo not drawn)
39) CCc1nc2ccc(C(=O)N3CCN(c4ccccc4)CC3)cc2nc1CC
40) Cc1cccc(C)c1NC(=O)CN(C)C(=O)CN1C(=O)NC(C)(C)C1=O
entry no.	33	34	35	36	37	38	39	40
CDK5 p35 inh	-1.9	2.9	-0.3	0.8	-0.9	2.8	-0.5	1.7
phage Ecoli inh	-0.2	2.0	·	7.0	0.3	-1.2	0.2	8.0
HTR5A inv ctr	15	-3	4	7	-28	-18	-2	11
HTR5A ag	-4	1	8	-2	7	6	9	-4
Mot1-301 SUMO	-9	·	1	139	10	13	1	34
E coli growth	-0.6	0.2	-0.1	4.5	-1.2	0.8	1.4	-0.2
AddAB inh	-0.3	1.0	-0.7	5.4	-3.9	4.3	-0.3	0.6
PKA-R1A act	-20	-5	7	-7	-10	-12	-3	-12
DAGLB inh	2	-1	-4	13	-2	2	-1	-2
Tat export inh	4	-1	5	14	1	-4	-6	-9
PKA-R2B activ	-11	-5	10	-14	-13	-3	-10	-2

41) CCCCOc1c(Br)cc(/C=C2\N=C(C)OC2=O)cc1OCC
42) Cc1ccccc1NC(=O)c1sc(NC(=O)COc2ccccc2)c(C#N)c1C
43) Cc1ccc(C2=NN(C(=O)C3CCCO3)C(c3ccco3)C2)cc1 (stereo not drawn)
44) CCOC(=O)C1=C(COC(=O)CNC(=O)c2cc(OC)c(OC)c(OC)c2)NC(=O)NC1C (stereo not drawn)
45) Cc1cccc(Cn2nc(-n3cccc3)c3c(C)cc(C)nc32)c1
46) COC(=O)c1cc2n(n1)CCN(Cc1ccc(C)cc1)C2=O
47) COc1ccc(C(=O)OCC(=O)NC2CCCCCC2)cc1OC
entry no.	41	42	43	44	45	46	47
CDK5 p35 inh	0.9	-0.2	-2.7	-1.2	0.4	0.4	-1.3
phage Ecoli inh	0.9	0.8	4.8	4.7	5.4	0.6	-0.5
HTR5A inv ctr	-9	-1	-15	-6	5	15	-13
HTR5A ag	4	3	6	2	-2	-6	5
Mot1-301 SUMO	-2	-3	-17	-8	-10	4	-12
E coli growth	-1.5	-1.4	-1.0	1.6	-0.3	1.0	-1.2
AddAB inh	1.4	2.4	1.4	2.0	0.4	1.5	-0.8
PKA-R1A act	-8	-14	4	0	5	-6	-1
DAGLB inh	1	0	2	4	-11	0	-3
Tat export inh	-5	-8	-4	13	7	-7	-10
PKA-R2B activ	5	-5	-3	-8	-6	-5	-7

High-throughput results: PubChem, several laboratories
